Pol eta inh = qHTS for Inhibitors of Polymerase Eta | DNA polymerase eta (Homo sapiens), Q9Y253 | recombinant Pol eta, fluorescent DNA replication assay | Potency, µM (top dose mostly 114 µM), without a hit: top-dose activity change, negative = inhibition, usual class: inhibitors | 390,000 compounds, 1.2% hits | AID 588591, 2011; note: % is set by controls: 0 for no effect and ±100 for the full control effect
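Pol eta at 10 nM preincubated with compounds 15 min at room temperature; reaction started with fluorescent substrate (50 nM final) and read kinetically at 0 and 10 min.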
POLI inh = qHTS for Inhibitors of Polymerase Iota | DNA polymerase iota (Homo sapiens), Q9UNA4 | Pol iota fluorescent replication assay, 10 min | Potency, µM (top dose mostly 115 µM), for inactives: at the highest dose activity, negative = inhibition, hits mostly inhibitors | 390,000 compounds, 1% hits
Target sequence (Q9UNA4 whole entry, looked up): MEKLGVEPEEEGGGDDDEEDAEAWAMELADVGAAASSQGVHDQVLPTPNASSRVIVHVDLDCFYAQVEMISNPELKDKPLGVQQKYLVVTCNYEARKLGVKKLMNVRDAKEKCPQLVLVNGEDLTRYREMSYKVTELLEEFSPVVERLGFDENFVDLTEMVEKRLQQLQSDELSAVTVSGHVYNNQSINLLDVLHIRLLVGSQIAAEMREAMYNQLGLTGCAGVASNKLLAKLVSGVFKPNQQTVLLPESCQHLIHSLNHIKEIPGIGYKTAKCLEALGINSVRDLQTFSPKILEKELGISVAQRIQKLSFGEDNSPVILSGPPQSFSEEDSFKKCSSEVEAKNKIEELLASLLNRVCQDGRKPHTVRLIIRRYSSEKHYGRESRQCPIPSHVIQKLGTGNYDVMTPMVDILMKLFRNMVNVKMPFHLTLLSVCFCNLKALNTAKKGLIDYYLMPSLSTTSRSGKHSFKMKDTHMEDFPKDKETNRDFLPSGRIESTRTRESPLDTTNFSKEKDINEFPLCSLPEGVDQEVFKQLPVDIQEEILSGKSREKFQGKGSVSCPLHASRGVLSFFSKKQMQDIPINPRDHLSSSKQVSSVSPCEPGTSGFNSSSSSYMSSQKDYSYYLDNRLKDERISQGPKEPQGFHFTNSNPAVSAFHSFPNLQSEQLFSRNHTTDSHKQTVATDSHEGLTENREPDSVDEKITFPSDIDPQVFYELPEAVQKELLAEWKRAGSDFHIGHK
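Pol iota at 10 nM preincubated 15 min with compounds at room temperature; reaction started with fluorescent substrate, 50 nM final. Fluorescence read kinetically at 0 and 10 min; buffer-only wells as negative control.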
APE1 inh = qHTS Assay for Inhibitors of the Human Apurinic/apyrimidinic Endonuclease 1 (APE1); recombinant APE1, TAMRA/BHQ-2 abasic DNA cleavage fluorescence; AID 2517, 2012; Potency, µM (doses to about 65.8 µM), inactives show at the top dose activity change, negative = inhibition, hits mostly inhibitors; 350,000 compounds, 0.35% hits;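 note: plate controls were vehicle for no effect and reference inhibitor for full effect; nearly all actives have a fitted effect of over 55% in size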
Target sequence (P27695 whole entry, looked up): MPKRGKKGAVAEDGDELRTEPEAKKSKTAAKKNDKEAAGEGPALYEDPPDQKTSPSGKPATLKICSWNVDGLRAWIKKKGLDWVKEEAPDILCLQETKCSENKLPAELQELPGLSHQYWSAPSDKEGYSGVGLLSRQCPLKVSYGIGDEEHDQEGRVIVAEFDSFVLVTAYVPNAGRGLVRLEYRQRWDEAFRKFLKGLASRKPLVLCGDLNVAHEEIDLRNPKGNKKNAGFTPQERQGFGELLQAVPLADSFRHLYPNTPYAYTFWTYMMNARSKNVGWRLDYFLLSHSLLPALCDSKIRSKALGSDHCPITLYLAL
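Incision of a quenched TAMRA/BHQ-2 THF abasic-site duplex (50 nM) by 0.75 nM APE1, after 15 min compound preincubation, measured as fluorescence increase over three 60 s reads. Values normalized to buffer, DMSO and NSC13755 control wells.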
JMJD2A Tudor = qHTS Assay for Inhibitors of JMJD2A-Tudor Domain. Potency, µM (titrated, usually from 114 µM), without a hit: top-dose activity change, negative = inhibition, most hits filed as inhibitors. AlphaScreen JMJD2A-Tudor / H3K4me3 peptide binding. 390,000 compounds, 4.4% hits. AID 504339, 2011; note: % is set by controls: 0 for no effect and ±100 for the full control effect; nearly all actives have a fitted effect of over 50% in size
BLM inh = qHTS Assay for Inhibitors of Bloom's syndrome helicase (BLM); recombinant BLM DNA unwinding, fluorescence dequenching; 350,000 compounds, 0.2% hits; Potency, µM (highest dose often 56.1 µM), without a hit: at the top dose activity change, negative = inhibition, actives largely listed as inhibitors; AID 2528, 2010;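 note: plate controls were vehicle for no effect and no enzyme for full effect; nearly all actives have a fitted effect of over 35% in size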
G9a block = qHTS Assay for Inhibitors of Histone Lysine Methyltransferase G9a; Histone-lysine N-methyltransferase EHMT2 (Homo sapiens), Q96KQ7; G9a H3K9 monomethylation, AlphaScreen, 2 h; Potency, µM (titrated, usually from 102 µM), for inactives: at the highest dose activity, negative = inhibition, most hits filed as inhibitors; 350,000 compounds, 8.8% hits; AID 504332, 2011; note: % is set by controls: 0 for no effect and ±100 for the full control effect; nearly all actives have a fitted effect of over 75% in size
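Compounds were preincubated with 20 nM G9a for 15 min, after which biotinylated H3K9 peptide (500 nM) and SAM (20 uM) started a 2 h room-temperature reaction. Monomethylated product was quantified by antibody-based AlphaScreen chemiluminescence.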
BAZ2B inh = qHTS Assay for Inhibitors of BAZ2B. Bromodomain adjacent to zinc finger domain protein 2B (Homo sapiens), Q9UIF8. AlphaScreen BAZ2B-H3K14Ac peptide displacement. Potency, µM (titrated, usually from 114 µM), for inactives: at the top dose activity change, negative = inhibition, actives largely listed as inhibitors. 360,000 compounds, 4.4% hits; note: % is set by controls: 0 for no effect and ±100 for the full control effect; nearly all actives have a fitted effect of over 60% in size
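Compounds, titrated to a top concentration of 110 uM, were incubated 30 min at room temperature with preformed BAZ2B/acetyl-K14 H3 peptide complex (50 nM each). Proximity signal was measured by AlphaScreen after 20 min with beads.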
POLK inh = qHTS for Inhibitors of Polymerase Kappa; DNA polymerase kappa (Homo sapiens), Q9UBT6; purified Pol kappa, fluorescent DNA synthesis assay, 10 min; Potency, µM (top dose mostly 107 µM), without a hit: top-dose activity, negative = inhibition, most hits filed as inhibitors; 400,000 compounds, 0.53% hits; AID 588579, 2011; note: % is set by controls: 0 for no effect and ±100 for the full control effect
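Enzyme at 10 nM met test compounds for 15 min at room temperature. Substrate addition (50 nM final) began the reaction, which was monitored by fluorescence at 0 and 10 min.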
Pol beta inh = qHTS Assay for Inhibitors of DNA Polymerase Beta | P06746 | Potency, µM (series often up to 114 µM), without a hit: top-dose activity change, negative = inhibition, actives largely listed as inhibitors | 340,000 compounds, 1.3% hits | Pol beta primer extension/strand displacement, fluorescence kinetic; note: % is set by controls: 0 for no effect and ±100 for the full control effect
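10 nM enzyme + cpd, 15 min RT; start with substrate 50 nM final; read 0 min and after 10 min RT. Corrected, normalized data; 4-parameter Hill curve fit.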
* marks the source's active call; other numbers are inactive results; ? = inconclusive; nt = not tested or not shown; & = joins results of further samples; [ ] = another dose, or the depositor's remark. Calls come from the whole dose curve; as a rule, active = well fitted curve in the direction sought with a large enough effect; inconclusive = small, poorly fitted or top-dose-only effect, or another doubt; inactive = no such curve, though single readings can be large; an effect the other way counts as inactive or inconclusive. Potency is the fitted concentration of half-maximal effect.

SMILES	Pol eta inh	POLI inh	APE1 inh	JMJD2A Tudor	BLM inh	G9a block	BAZ2B inh	POLK inh	Pol beta inh
c1ccc2c(c1)ncn2CCn1cnc2ccccc21	7%	24%	22%	12%[57.1 µM]	2%	9%[59 µM]	13%	-8%	46%
COC(=O)CSc1nc(NC#N)nc(NC(C)C)n1	-10%	-6%	10%	-2%	-1%	12%[0.501 µM]	-11%	4%	23%
CCN(CC#CCC(O)(c1ccccc1)C1CCCC1)C(C)C (configuration not stated)	-2%	18%	1%	-5%	4%	9%	-8%[57.1 µM]	4%	-7%
CC(C)c1ccc(NC(=O)C(NS(=O)(=O)c2ccc3c(c2)CCC(=O)N3)c2ccccc2)cc1 (configuration not stated)	-16%	8%	nt	-27%	-5%	-4%[59 µM]	-12%	-11%	-19%
CCNc1nc2[nH]c(=O)c3c(c2s1)OC(N)=C(C#N)C3c1ccc(C)cc1 (configuration not stated)	-16%	14%	-3%	-22%	-12%	?	?	-4%	0%
O=C1c2[nH]nc(-c3ccccc3O)c2C(c2ccccc2F)N1Cc1cccnc1 (configuration not stated)	-3%	3%	nt	-20%	-4%	4%[59 µM]	-1%	-5%	25%
COc1cccc(Nc2ncc3nc(CCc4ccccc4)c(=O)n(C[C@H]4CCCO4)c3n2)c1	nt	nt	1%	nt	-4%	6%[12.7 µM]	nt	-14%[60.1 µM]	nt
NC(=O)NC(Cc1ccccc1)C(=O)Nc1ccc(S(N)(=O)=O)cc1 (configuration not stated)	-19%	10%	2%	3%	1%	-9%[59 µM]	-3%	-3%	5%
Cc1ccc(S(=O)(=O)NC2(C(F)(F)F)NC(=O)N(c3ccc(F)cc3)C2=O)cc1 (configuration not stated)	-12%&7%	?	3%	-3%&-14%	-4%&-4%	-35%	-5%	10%&2%	26%&18%
CCOc1ccc(-c2n[nH]c3c2C(c2ccccc2OC)N(c2ccc(Br)cc2)C3=O)cc1 (configuration not stated)	-16%	20%	nt	?	-10%	4%[59 µM]	nt	-15%	?
Cc1ccc(O)c(NC(=O)c2cc(-c3ccccc3O)no2)c1	-14%	8%	nt	-10%	0%	7%[59 µM]	-1%	3%	0%
Cc1ccc(C(=O)N2CCC3(CC2)Oc2ccc(F)cc2C(=O)C32CC(c3ccc(Cl)cc3)=NO2)s1 (configuration not stated)	-10%	?	13%	-15%	-7%	-10%[12.7 µM]	-7%	17%	1%

Given as labelled records: part of the list above.
c1ccc2c(c1)ncn2CCn1cnc2ccccc21
  Pol eta inh = 7%
  POLI inh = 24%
  APE1 inh = 22%
  JMJD2A Tudor = 12%[57.1 µM]
  BLM inh = 2%
  G9a block = 9%[59 µM]
  BAZ2B inh = 13%
  POLK inh = -8%
  Pol beta inh = 46%

COC(=O)CSc1nc(NC#N)nc(NC(C)C)n1
  Pol eta inh = -10%
  POLI inh = -6%
  APE1 inh = 10%
  JMJD2A Tudor = -2%
  BLM inh = -1%
  G9a block = 12%[0.501 µM]
  BAZ2B inh = -11%
  POLK inh = 4%
  Pol beta inh = 23%

CCN(CC#CCC(O)(c1ccccc1)C1CCCC1)C(C)C (configuration not stated)
  Pol eta inh = -2%
  POLI inh = 18%
  APE1 inh = 1%
  JMJD2A Tudor = -5%
  BLM inh = 4%
  G9a block = 9%
  BAZ2B inh = -8%[57.1 µM]
  POLK inh = 4%
  Pol beta inh = -7%

New compounds follow.
SMILES	Pol eta inh	POLI inh	APE1 inh	JMJD2A Tudor	BLM inh	G9a block	BAZ2B inh	POLK inh	Pol beta inh
O=C(N/N=C/c1coc2ccccc2c1=O)c1cc2ccccc2o1	-27%	135%[activator]	-1%	-24%	1%	?	-3%	-10%	-19%
O=S(=O)(c1ccc2ccccc2c1)N1CCC(c2nc(-c3ccncc3)no2)CC1	8%	-5%	-1%	-21%	-3%	27%[59 µM]	10%	5%	1%
NS(=O)(=O)c1ccc(Oc2ccc(S(N)(=O)=O)cc2)cc1	-14%	6%	-1%	-5%	0%	-4%	-1%	-1%	-2%
CC(C)(C)OC(=O)Nc1ncnc2c1ncn2C1OC(CO)C2OC(C)(C)OC21 (configuration not stated)	-7%	-11%	-1%	1%	1%	nt	-11%	-5%	31%
CC(C)CNC(=S)N1CCC(NC(=O)C23CC4CC(CC(C4)C2)C3)CC1	-12%	28%	-4%	-3%	-2%	1%[59 µM]	3%	-17%	-7%
Cc1cc(C)cc(N(CC(=O)NCc2cccnc2)S(C)(=O)=O)c1	-6%	31%[activator]	9%	-4%	-6%	-3%	12%	-8%[60.1 µM]	0%
CC(=O)Nc1nonc1-c1nc2ccccc2n1CCC#N	-2%	-3%	3%	-6%	-4%	9%	-4%	-2%	12%
CC(=O)C[C@@H](O)CC(=O)[C@@H]1OC(=O)[C@H](C)C/C=C\Cc2ccccc21	0%	?	6%	-20%	nt	nt	nt	-2%	nt
COc1ncnc2c1ncn2CC1COC(C)(C)O1 (configuration not stated)	1%	146%[activator]	nt	-4%	nt	nt	nt	-11%	nt
CCC(COC(=O)c1ccccc1)Oc1cc(NCc2ccccc2)c2ncn(C(C)C)c2c1 (configuration not stated)	-10%	?	-19%	45µM*	nt	nt	nt	-15%	nt
Cc1ccc(C(=O)Nc2ccccc2C(=O)O)cc1S(=O)(=O)Nc1ccc(Br)cc1	-10%	70%[activator]	nt	-22%	nt	nt	nt	-9%	nt
Cc1cc(C(=O)NCc2cccc(Cl)c2)c2ccccc2n1	-4%	-3%	-3%	-7%	-3%	19%	0%	-3%	29%
CCc1nnc(NC(=O)C(NC(=O)c2ccccc2Cl)C(C)C)s1 (configuration not stated)	0%	56%[activator]	6%	-12%	-1%	?	-17%	-20%	9%
Cc1c(C(=O)NN)sc(=S)n1C	2%	-12%[58.9 µM]	5%	-15%	3%	-108%[12.7 µM]	-14%	-2%	3%
O=[N+]([O-])c1cccc(/C=N/n2c(C3CCCCC3)n[nH]c2=S)c1	-9%	-18%	3%	?	1%	1.6µM*	10%	-5%	15%
O=C(O)[C@H]1CCCN1S(=O)(=O)c1cccc2cccnc12	-10%	38%[activator]	5%	-27%	nt	13%[12.7 µM]	11%	-3%	nt
CN1OC(Cn2cc(C#N)c(=O)n(C)c2=O)CC1c1ccccc1 (configuration not stated)	-3%	49%[activator]	2%	-6%	-1%	18%[12.7 µM]	-3%	-11%	46%
O=c1c2cccc3c2c(nn1-c1ccccc1)-c1ccccc1-3	-27%	-13%	-4%	-10%	-5%	19%[59 µM]	0%	-3%	-25%
CN1CCN(Cc2ccc(-c3ccc(Cl)cc3)o2)CC1	-20%	-9%	-3%	-35%	-10%	?	?	-1%	-8%
COc1ccc(C(=O)Nc2cc(S(=O)(=O)c3ccc(Cl)cc3)c(O)c(C)c2C)cc1	-13%	27%	nt	-5%	-3%	-3%[59 µM]	-15%	-9%	-14%
COc1ccc(/C=C(\NC(=O)c2ccc(OC)cc2)C(=O)NC(CCSC)C(=O)O)cc1 (configuration not stated)	-11%	9%	-1%	?	-3%	0%[2.33 µM]	0%	-1%	-2%
CCOc1ccc(CNC(=O)c2ccc3c(c2)nc2n3CCC(C)C2)cc1OC (configuration not stated)	-3%	-5%	nt	-10%	-1%	5%[59 µM]	0%	-5%[60.1 µM]	0%
CC(=O)N1c2ccc(S(=O)(=O)N3c4ccccc4CC3C)cc2CC1C (configuration not stated)	-5%	-7%	56%	8%	0%	1%[59 µM]	-4%	-2%	2%
N#CCCNc1c(Cl)cc(Cl)cc1C(=O)O	?	-9%	1%	-25%	-2%	?	0%	-19%	-22%
CN(C)c1oc(-c2cccs2)nc1C#N	-25%	19%	4%	-8%[11.4 µM]	1%	?	?	-1%	0%
Clc1ccc(CSc2ccc(-c3cccnc3)nn2)cc1	10%	19%	1%	-8%	-5%	2%	-1%	-3%	0%
COc1ccc(/C=N/NC(=O)c2ccc(COc3ccccc3Cl)o2)cc1	-5%	-3%	-5%	-15%	-2%	-5%[59 µM]	-4%	-10%	-19%
O=C(NCc1ccco1)c1ccc(NS(=O)(=O)c2cccc([N+](=O)[O-])c2)cc1	-11%	15%	-2%	-14%	0%	?	-29%	-3%	13%
O=C(Nc1ccccc1)c1ccc(CSc2ncccn2)cc1	-5%	?	-4%	-5%	-3%	42%[0.501 µM]	45µM*	-7%	28%
COc1cc(OC)c(NS(=O)(=O)c2cccc(C(=O)OCC(=O)NCC3CCCO3)c2)cc1Cl (configuration not stated)	-7%	20%	-5%	-4%	0%	4%	nt	-21%	-26%
Cc1onc(-c2ccccc2)c1-c1nnc(CN2CCN(S(=O)(=O)c3ccccc3)CC2)o1	-9%	0%	34%	-12%	nt	6%[12.7 µM]	4%	-11%	nt
CCc1cccc(C)c1NC(=O)C1C2CCC(O2)C1C(=O)O (configuration not stated)	16%	15%	2%	-1%	0%	23%[59 µM]	0%	-1%	-4%
O=C(c1ccccc1Br)N(Cc1ccccc1)c1ccccc1	-12%	6%	-7%	41%[activator]	-8%	13%	0%	0%	-5%
Nc1c(C(=O)NCc2ccc(Cl)cc2Cl)nnn1Cc1ccc(Br)cc1	-18%	?	nt	-3%	-4%	-6%[59 µM]	-30%	-1%	12%
Fc1cccc(F)c1CSc1nc2ccccc2[nH]1	-11%	26%	-4%	-24%	-3%	-3%[12.7 µM]	-5%	-17%	-2%
COc1ccccc1C(=O)Nc1nnc2n1CCS2	-18%	28%	nt	?	0%	11µM*	-14%	-4%[60.1 µM]	-14%
Cc1noc(C)c1C(=O)N1CCCC1	-8%	11%	1%	0%	-3%	7%	2%	-11%	-13%
Cc1ccc(S(=O)(=O)c2nc(-c3ccc(F)cc3)oc2SCC(N)=O)cc1	6%	9%	2%	-9%	-2%	13µM*	0%	-11%	0%

Not all compounds are listed; count on the stated rates, not on these rows.
